# Source: PubChem BioAssay (National Center for Advancing Translational Sciences (NCATS))
# Eya2 inh = qHTS Assay for Inhibitors of the Phosphatase Activity of Eya2 | hit rate 0.006% among 330,000 | Protein phosphatase EYA2 (Homo sapiens), O00167 | recombinant Eya2, OMFP fluorescence dephosphorylation (OMFP is methylfluorescein phosphate) | Potency, µM (doses to about 76.9 µM), inactives show at the highest dose activity, negative = inhibition, usual class: inhibitors | AID 488837, 2010; note: potency is the fitted concentration of half-maximal effect; % is set by controls: 0 for no effect and ±100 for the full control effect
#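 Eya2 (0.2 uM) preincubated 10 min at ambient with compound, then OMFP substrate added at 50 uM; 10 min reaction in 50 mM HEPES pH 7.5, 50 mM NaCl, 5 uM MgCl2, 0.05% BSA, 1 mM DTT. Fluorescence read at Ex 485/Em 525 nm.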
# ELG1 genotox = qHTS screen for small molecules that induce genotoxicity in human embryonic kidney (HEK293T) cells expressing luciferase-tagged ELG1. Potency, µM (series often up to 46 µM), for the others: at the highest dose activity change, positive = activation, most hits filed as activators. hit rate 1.3% among 330,000. HEK293T ELG1-luciferase reporter, luminescence, 16 h; note: potency is the fitted concentration of half-maximal effect; % of control where 0% means no effect; nearly all actives have a fitted effect of over 60% in size
#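 Genotoxicity was scored as increased ELG1-luciferase reporter signal, measured by ONE-Glo luminescence (30 min, room temperature). Compound or vehicle exposure of the HEK293T reporter cells lasted 16 hr at 37°C.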
# USP2a block = qHTS Assay for Inhibitors of Ubiquitin-specific Protease USP2a Using CHOP2 as the Reporter; Ubiquitin carboxyl-terminal hydrolase 2 (Homo sapiens), O75604; USP2 core, Ub-CHOP2 coupled fluorogenic reporter, 485/531; Potency, µM (doses to about 38.3 µM), inactives show at the highest dose activity change, negative = inhibition, most hits filed as inhibitors; hit rate 0.01% among 330,000; AID 463254, 2010;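 note: potency is the fitted concentration of half-maximal effect; plate controls were DMSO wells for no effect and full inhibition by NEM control for full effect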
#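 USP2 core (10nM final) preincubated 30min RT with compound in 20mM Tris-HCl pH 8.0, 2mM CaCl2, 2mM beta-mercaptoethanol, 0.05% CHAPS; 25nM Ub-CHOP2 plus 25nM reporter substrate added, fluorescence (Ex485/Em531) read after 60min.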
# B2AR arrestin = qHTS assay of beta-arrestin-biased ligands of beta2-adrenergic receptor; Beta-2 adrenergic receptor (Homo sapiens), P07550; beta-arrestin recruitment to beta2AR, cell-based reporter; Potency, µM (top dose mostly 46.1 µM), without a hit: top-dose activation, most hits filed as activators; hit rate 0.02% among 330,000;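 note: potency is the fitted concentration of half-maximal effect; 0% = DMSO controls and full agonism = EC100 isoproterenol or metaproterenol; nearly all actives have a fitted effect of over 65% in size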
# TRPV1 agonist = HTS Assay for Compounds that Act as Agonists of the Vanilloid Receptor 1 | Transient receptor potential cation channel subfamily V member 1 (Homo sapiens), Q8NER1 | TRPV1-expressing cells, Fluo-8 calcium influx, agonist mode | activation, % at 8.33 µM | hit rate 0.19% among 320,000; in the data active = activation above about 80%; inconclusive = between about 30% and that limit; note: 0% is about no effect
#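 Cells expressing TRPV1 were dye-loaded with Fluo-8 and read kinetically: 10 s baseline, 3 min after compound (agonist portion), then 2 min after EC20 capsaicin (allosteric enhancer portion). Calcium-bound dye fluorescence at 480/520 nm.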
# uPA surface inh = qHTS for Inhibitors of Cell Surface uPA Generation; hit rate 0.31% among 330,000; cell surface uPA generation assay, qHTS; Potency, µM (top dose mostly 38.3 µM), without a hit: top-dose activity change, negative = inhibition, actives largely listed as inhibitors; active = well fitted inhibition curve with a large enough effect; inconclusive = small, poorly fitted or top-dose-only effect; inactive = no such curve, though single readings can be large or run the other way; tested in mouse RAW 264.7 cells; note: potency is the fitted concentration of half-maximal effect; % is set by controls: 0 for no effect and ±100 for the full control effect; nearly all actives have a fitted effect of over 55% in size
# BRCA1 expr act = qHTS Assay to Identify Small Molecule Activators of BRCA1 Expression; Potency, µM (top dose mostly 46.1 µM), inactives show top-dose activation, most hits filed as activators; AID 624202, 2012; hit rate 1.1% among 380,000; MCF7-BRCA1-FFLuc reporter, luminescence, 48 h; response scale: scaled: vehicle 0%, 10 µM genistein 100%; note: potency is the fitted concentration of half-maximal effect; nearly all actives have a fitted effect of over 80% in size; some results filed as inactive show a strong effect at the top dose
#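 Cells: MCF7-BRCA1-FFLuc, 2000/well. Exposure: 48 h, 37 °C, 5% CO2. Read: luminescence, 15 min post-substrate. Controls: genistein 10 microM (maximal activation), DMSO (neutral).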
# PTAP TSG101 blk = qHTS Assay for Iinhibitors of HIV-1 Budding by Blocking the Interaction of PTAP/TSG101 | Tumor susceptibility gene 101 protein (Homo sapiens), Q99816 | Fluorescence polarization, FITC-PTAP peptide / Tsg101 binding | Potency, µM (highest dose often 115 µM), inactives show at the highest dose activity change, negative = inhibition, usual class: inhibitors | 340,000 tested, under 10 active | AID 493005, 2010; active = well fitted inhibition curve with a large enough effect in the main read-out, with a control signal flat, not every such curve was filed as active; inconclusive = small, poorly fitted or top-dose-only effect, or effect the other way, or a change in a side signal; inactive = no such curve, though single readings can be large or run the other way; note: potency is the fitted concentration of half-maximal effect; % of control where 0% means no effect
# Target sequence (Q99816 whole entry, looked up): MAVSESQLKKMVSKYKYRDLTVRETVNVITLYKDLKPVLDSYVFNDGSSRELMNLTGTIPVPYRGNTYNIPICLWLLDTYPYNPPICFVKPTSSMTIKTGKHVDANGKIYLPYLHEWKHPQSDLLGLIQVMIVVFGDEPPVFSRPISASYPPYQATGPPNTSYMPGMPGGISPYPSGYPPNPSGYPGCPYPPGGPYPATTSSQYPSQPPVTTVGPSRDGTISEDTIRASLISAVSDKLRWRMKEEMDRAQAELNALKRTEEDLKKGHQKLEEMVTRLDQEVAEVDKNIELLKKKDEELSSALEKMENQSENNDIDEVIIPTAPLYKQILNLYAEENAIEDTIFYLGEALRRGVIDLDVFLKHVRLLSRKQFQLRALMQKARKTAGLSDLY
#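 Compounds were pin-transferred onto Tsg101 binding domain (10 uM final) in HEPES pH 7.5 buffer, then FITC-PTAP peptide was added at 50 nM final. After 20 min at RT, polarization reported peptide displacement across a qHTS concentration series.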
# p53 reactivation = qHTS assay for re-activators of p53 using a Luc reporter. H1299 p53-A138V BP100-luciferase reporter, luminescence, 24 h. Potency, µM (series often up to 92.2 µM), inactives show at the highest dose activity change, positive = activation, actives largely listed as activators. hit rate 0.063% among 320,000. AID 504706, 2011; note: potency is the fitted concentration of half-maximal effect; % of control where 0% means no effect; nearly all actives have a fitted effect of over 45% in size
#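 H1299 (p53-null), stable ts p53-A138V + BP100-Luc; 1000 cells/well, Opti-MEM/10% FBS; cpd 4 pt, 1:5; 24 h, 37 deg C, 5% CO2; detection reagent 10 min RT; luminescence.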
# Integrin act MD = qHTS for Activators of Integrin-Mediated Alleviation for Muscular Dystrophy. AID 624291, 2012. hit rate 0.064% among 350,000. alpha7betagal myoblasts, beta-gal FDG fluorescence, 48 h. Potency, µM (titrated, usually from 38.3 µM), for inactives: at the highest dose activation, hits mostly activators;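 note: potency is the fitted concentration of half-maximal effect; 100% = response of the positive control SU9516; nearly all actives have a fitted effect of over 60% in size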
#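 alpha7betagal+/- myoblasts (passage 13, 250/well) treated 48 h at 37C with compounds at 1:260 dilution of DMSO stock. Lysed, then beta-galactosidase activity read as FDG fluorescence (ex 480/em 540) after 30 min, with pre-read for autofluorescence.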
# ASM inhibitor = Inhibitors of Secretory Acid Sphingomyelinase (S-ASM): qHTS; Sphingomyelin phosphodiesterase (Homo sapiens), P17405; hit rate 0.006% among 340,000; placental ASM, HMU-PC fluorogenic substrate, 60 min; Potency, µM (highest dose often 57.5 µM), without a hit: at the top dose activity change, negative = inhibition, actives largely listed as inhibitors; AID 504937, 2011; note: potency is the fitted concentration of half-maximal effect
# Target sequence (P17405 47-631 limits assumed): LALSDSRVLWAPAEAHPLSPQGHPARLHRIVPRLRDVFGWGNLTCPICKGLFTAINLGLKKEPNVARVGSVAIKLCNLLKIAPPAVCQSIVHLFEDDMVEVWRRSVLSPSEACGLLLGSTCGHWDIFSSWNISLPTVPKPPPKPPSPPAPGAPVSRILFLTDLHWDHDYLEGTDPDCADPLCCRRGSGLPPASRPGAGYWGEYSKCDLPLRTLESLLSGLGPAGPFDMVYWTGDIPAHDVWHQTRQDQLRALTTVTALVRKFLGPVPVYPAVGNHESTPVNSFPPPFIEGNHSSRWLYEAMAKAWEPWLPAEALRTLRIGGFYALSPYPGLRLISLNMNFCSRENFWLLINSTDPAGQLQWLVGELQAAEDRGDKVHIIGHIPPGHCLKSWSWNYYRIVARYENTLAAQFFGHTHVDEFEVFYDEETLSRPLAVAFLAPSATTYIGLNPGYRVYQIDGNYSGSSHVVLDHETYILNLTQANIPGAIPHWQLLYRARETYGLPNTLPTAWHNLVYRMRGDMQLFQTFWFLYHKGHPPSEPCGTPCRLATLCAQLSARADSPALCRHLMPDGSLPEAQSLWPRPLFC
#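 Steps: dispense placental human ASM, pin compound, wait 10 min at room temperature, add HMU-PC0 substrate at 9 uM final, incubate 60 min at 37 °C, add stop solution raising pH to 10, read fluorescence.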
# Starred values were filed as active, the others as inactive; ? = inconclusive; . = no result given; [ ] = another dose, or the depositor's remark. Unless noted, calls come from the whole dose curve; as a rule, active = well fitted curve in the direction sought with a large enough effect; inconclusive = small, poorly fitted or top-dose-only effect, or another doubt; inactive = no such curve, though single readings can be large; an effect the other way counts as inactive or inconclusive.
structure	B2AR arrestin	p53 reactivation	TRPV1 agonist	Eya2 inh	ELG1 genotox	USP2a block	Integrin act MD	ASM inhibitor	uPA surface inh	BRCA1 expr act	PTAP TSG101 blk
CCC(C(=O)NC1CCCC1)N(C(=O)c1snc(C(N)=O)c1N)c1ccc(OC)c(OC)c1 (configuration not stated)	0.0%	1%	0	-8%	1%	0%	-16%	53%[activator]	0%	2%	-1%
C/C(=N\N=C(/N)SC1CC(=O)N(c2ccc(Cl)cc2)C1=O)c1cccs1 (configuration not stated)	0.4%	-8%	-1	4%	-2%	3%	8%	?	-20%	-3%	-4%
CN/N=C(\Cc1nc2ccccc2[nH]1)c1ccc([N+](=O)[O-])cc1	0.1%	4%	4	-28%	13%	-4%	-23%	-13%	-6%	-36%	-1%
CC12CCC(C(=O)N(CC(O)CN3CCCCCC3)C1=O)C2(C)C (configuration not stated)	-0.3%	-1%	1	1%	0%	2%	23%	5%	13%	0%	1%
COC(=O)c1ccc(NC(=O)CCS(=O)(=O)c2ccc(Br)s2)cc1	0.2%	10%	12	-13%	-6%	3%	-16%	-1%	-7%	0%	-7%
COc1ccccc1NC(=O)C(C)Sc1nccn1C (configuration not stated)	-0.5%	8%	-3	22%	-3%	0%	?	2%	2%	2%	0%
CC(C)CC(NC(=O)C1CCCCC1)C(=O)NCc1ccccn1 (configuration not stated)	-0.4%	-4%	-2	-8%	0%	8%	-27%	-2%	5%	-24%	-2%
N#CCCN(C(=O)COC(=O)Cc1c[nH]c2ccccc12)c1ccccc1	-0.1%	-3%	1	10%	6%	-1%	-19%	3%	-1%	-3%	-4%
COc1ccc(Oc2nccc(-c3ccc(Cl)cc3)n2)cc1	0.0%	5%	4	5%	20%	-6%	26%	-1%	4%	3%	1%
COc1ccc(Cn2c(CO)cnc2SCC(=O)Nc2cccc(NC(C)=O)c2)cc1	-0.1%	0%	-2	-2%	-9%	1%	31%	0%	-1%	13%	-3%
CC1Cc2ccccc2N1S(=O)(=O)c1cccc(C(=O)NC2CC2)c1 (configuration not stated)	-0.5%	-6%	24	2%[15.4 µM]	-1%	-3%	-17%	0%	6%	-27%	-3%
O=C(O)CSCC(=O)NCc1ccc(Cl)cc1	0.2%	-4%	-1	5%	6%	4%	21%	4%	5%	-9%	-4%
COc1ccccc1Oc1ccccc1C(=O)O	0.1%	-17%	0	-17%	1%	4%	18%	2%	4%	4%	-2%
CC(=O)Oc1ccc(N2C(=O)C3C4C=CC(CC4)C3C2=O)cc1[N+](=O)[O-] (configuration not stated)	-0.3%	-4%	2	-4%	-7%	1%	-5%	2%	-3%	-21%	-3%
COc1ccc(C(C)NC(=O)Cc2cccs2)cc1 (configuration not stated)	0.1%	25%	9	2%	0%	5%	24%	2%	1%	1%	-2%
CCCn1c(=O)c2c(C(=O)OCC)cc(-c3ccco3)nc2n(CCC)c1=O	-0.2%	3%	5	-19%	3%	-4%	-6%	220%[activator]	.	-12%	-2%
N#CC1(c2ccccc2)CCN(S(=O)(=O)c2ccc(OC(F)(F)F)cc2)CC1	-0.5%	1%	-1	1%	-7%	-1%	-6%	-4%	-3%	-38%	-1%
CCC(C)[C@H](NC(=O)NCc1ccc(Cl)cc1)C(=O)O (some centres not stated)	-0.3%	1%	-1	-1%	0%	-2%	-25%	3%	17%	3%	-8%
c1ccc(OCc2nnc3sc(-c4cccs4)nn23)cc1	0.0%	-8%	11	10%	1%	2%	29%	-13%	-5%	1%	0%
CC1CCC2(CC1)NC(=O)N(CC(=O)Nc1ccc3c(c1)OCO3)C2=O (configuration not stated)	0.1%	-5%	.	3%	0%	2%	30%	3%	-17%	2%	-2%
COc1ccc2oc(=O)c(C(=O)NCc3ccc(C)cc3)cc2c1	0.2%	.	14	3%	2%	1%	?	192%[activator]	1%	-6%	-2%
COc1cc(/C=C/C(=O)c2ccc(NS(=O)(=O)c3ccc(C)cc3)cc2)cc(OC)c1O	0.1%	-24%	1	-2%	-9%	0%	-54%[inhibitor]	-29%	-19%	-94%	0%
Cc1ccc(NC(=O)CCNC(=O)c2ccc([N+](=O)[O-])cc2)cc1C	-0.2%	4%	7	7%	0%	2%	-14%	-1%	3%	-17%	-2%
O=C(NCCCN1CCN(c2ccccc2F)CC1)C1CCCN(S(=O)(=O)c2cnc[nH]2)C1 (configuration not stated)	-0.4%	4%	.	-12%	-2%	4%	-12%	3%	14%	-11%	-1%
Cc1cc(C(=O)N/N=C/C(Cl)=C/c2ccccc2)c(C)o1	-0.1%	4%	10	2%	1%	1%	-22%	-6%	1%	40%	-2%
COc1ccc(NC(=O)CN2CCN(c3ccccc3F)CC2)cc1	-1.9%	-18%	-1	6%	-1%	0%	3%	3%	-3%	3%	-5%
NC(=O)[C@H]1CC2(CC(c3cccc(NC(=O)[C@H]4CCC(=O)N4)c3)=NO2)CN1C(=O)c1cc([N+](=O)[O-])cc([N+](=O)[O-])c1 (some centres not stated)	-0.6%	-2%	-4	1%	3%	4%	36%	-1%	0%	3%	-1%
CCOC(=O)CC(=O)CSc1nnc2sc3ccccc3n12	-0.2%	16%	-6	-19%	4%	1%	19%	3%	-7%	0%	0%
COC(=O)[C@@]12CCCCN1[C@H](c1ccc(-c3cccc(Cl)c3)cc1)[C@@H]1C(=O)N(C)C(=O)[C@@H]12	0.0%	6%	.	19%	0%	-2%	4%	-22%	19%	-7%	-4%
COC(=O)[C@@H](NC(=O)Nc1ccc(OC)cc1)C(C)C	0.2%	6%	3	-5%	-1%	-1%	7%	4%	.	-2%	-3%
COC(=O)c1c(C)[nH]c(C(=O)/C=C/c2ccccc2F)c1C	-0.3%	?	2	-2%	4.6µM*	-1%	7%	15%	7%	?	-2%
N#Cc1ccccc1OCC(=O)OCCCOC(=O)COc1ccccc1C#N	0.4%	-6%	-1	1%	-8%	1%	9%	4%	5%	1%	-1%
Cc1ccc(C)c(OCCC(=O)NNC(=O)c2ccncc2)c1	-0.4%	0%	6	18%	-2%	2%	-17%	-1%	2%	-16%	-2%
CCOC(=O)C1C(c2ccc([N+](=O)[O-])cc2)C2C(=O)NN=C2CC1(C)O (configuration not stated)	0.1%	0%	0	4%	0%	1%	18%	2%	0%	-5%	-2%
O=C(CSc1nnnn1-c1ccc(O)cc1)Nc1ccc(N2CCOCC2)c(Cl)c1	-0.5%	2%	-2	-1%	?	-1%	-3%	-1%	.	-27%	-5%
Cc1cc(C)c(NS(=O)(=O)c2ccc3c(c2)n(C)c(=O)n3C)c(C)c1	0.5%	-4%	4	8%	2%	-9%	2%	0%	-3%	-34%	-6%
COc1ccc(OC)c(NC(=S)N(CCc2c(C)[nH]c3ccccc23)Cc2cccs2)c1	-0.5%	1%	4	-5%	-3%	-7%	-18%	-1%	-6%	-36%	-3%
Cn1c(=O)n(C)c2cc(NC(=O)C(F)(F)F)ccc21	0.3%	-3%	-3	-12%	?	0%	-3%	-1%	-11%	-22%	-2%
Cc1ccc(NC(=O)N2CCC(C(=O)c3ccc(F)cc3)CC2)cc1	0.5%	6%	?	7%	-10%	1%	-37%	0%	6%	-14%	1%
